H9c2 TAG inh – triacylglycerol accumulation inhibition | H9c2 cells, Nile Red lipid (TAG) fluorescence; cells loaded with 200 µM oleic acid | inhibition, % at 12.5 µM | 230,000 tested, 0.66% active | AID 651582;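 active = pattern-corrected inhibition of lipid staining of at least 50% with the nuclear-stain viability signal not falling by more than 50%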;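 also: 0% = DMSO wells and 100% = triacsin C control wells; some results filed as inactive read as strong as hits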
H9c2 TAG inh DAPI viability – also measured in H9c2 TAG inh; calls as there; DAPI nuclei signal change (viability), lower = more cytotoxic, %;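 whole-well DAPI fluorescence read on a plate reader as a viability signal; minus 50 percent equals half of cells still viable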
* hit, by the source's call. Only part of the results is shown; rates above refer to the full screens.

SMILES | H9c2 TAG inh | H9c2 TAG inh DAPI viability
COCCOC(=O)C1=C(C)N=c2s/c(=C\c3cccs3)c(=O)n2C1c1cccs1 (stereo not given) | -0.7 | -10.7
CCOC(=O)c1ccc(NC(=S)Nc2ccccn2)cc1 | 25.3 | -4.7
COc1ccc(N2CCN(C(C)C(=O)N3CC(C)OC(C)C3)CC2)cc1 (stereo not given) | -4.5 | -1.3
Cc1ccc(CS(=O)(=O)c2nc3c(c(N(C)C)n2)CCCC3)cc1 | 0.0 | 3.6
O=C(COc1ccc(-c2nnco2)cc1)N1CCN(S(=O)(=O)c2ccc3ccccc3c2)CC1 | -2.0 | 4.8
O=C(CNS(=O)(=O)c1ccc(Br)cc1)NCc1cccnc1 | 0.4 | 6.6
Cc1ccc(C(C)n2cc(C(=O)NCc3ccccn3)nn2)cc1 (stereo not given) | 1.1 | 3.4
Nc1cc(=O)[nH]c(SCC(=O)Nc2cc(S(=O)(=O)N3CCCCC3)ccc2Cl)n1 | 8.2 | 4.6
CC(O)(c1ccc(F)c(F)c1)c1nc(-c2ccoc2)cs1 (stereo not given) | 0.9 | 1.3
O=c1cc(CN2CCN(c3ccccc3)CC2)nc2scc(-c3ccccc3)n12 | 3.7 | 8.5
COc1ccc(C(C)(C)C)cc1NC(=O)CCN1C(=O)C2CCCCC2C1=O (stereo not given) | 3.7 | -4.9
CCOC(=O)C1CCCN(c2c(N3CCN(C4CCCCC4)CC3)c(=O)c2=O)C1 (stereo not given) | 7.8 | -9.6
O=C(COC(=O)c1ccc(F)c(S(=O)(=O)N2CCOCC2)c1)Nc1ccc2[nH]c(=O)[nH]c2c1 | -4.8 | -3.4
COc1cccc(C(=O)O)c1OS(=O)(=O)c1ccc(C)cc1 | -19.1 | -11.4
C/C(=N\NC(=O)CSCc1ccc(Cl)cc1)c1ccc(NC(=O)c2ccccc2)cc1 | 22.6 | -8.0
COc1ccc(OC)c(NC(=O)c2ccc(CSc3nnc(C)s3)cc2)c1 | -16.1 | -3.2
Cc1cc(C)cc(Nc2nc3ccccc3c(=O)[nH]2)c1 | 12.0 | -12.5
COc1ccc(/C=C/C(=O)NC(=S)NCC2CCCO2)cc1 (stereo not given) | 4.3 | -2.3
CSc1ccc(CN2CCCC(N3CCN(c4ccccc4)CC3)C2)cc1 (stereo not given) | 16.1 | 3.1
O=C(Nc1ccccc1)c1cc([N+](=O)[O-])ccc1N1CCCCC1 | -3.2 | 1.5
COc1ccc2sc(-c3ccccc3OC)c(-c3ccc(OCCN(C)C)cc3)c2c1 | 7.6 | 17.8
Cc1cccc(Nc2ncnc3onc(-c4cccc(Cl)c4)c23)c1C | -13.2 | 7.2
O=C(NCCS(=O)(=O)N1CCCCCC1)c1ccc(F)cc1 | -0.3 | 3.0
Cc1ccc(C(=O)NNC(=O)c2ccc(Br)s2)cc1S(=O)(=O)N1CCOCC1 | 2.2 | 1.9
CN(C)c1ccc(C2OC(=O)C(C)(C)C(=O)C2(C)C)cc1 (stereo not given) | 8.5 | -5.7

Molecules above that have a thiophene ring, fused or not (3):
SMILES | H9c2 TAG inh | H9c2 TAG inh DAPI viability
COCCOC(=O)C1=C(C)N=c2s/c(=C\c3cccs3)c(=O)n2C1c1cccs1 (stereo not given) | -0.7 | -10.7
COc1ccc2sc(-c3ccccc3OC)c(-c3ccc(OCCN(C)C)cc3)c2c1 | 7.6 | 17.8
Cc1ccc(C(=O)NNC(=O)c2ccc(Br)s2)cc1S(=O)(=O)N1CCOCC1 | 2.2 | 1.9

The results go on:
SMILES | H9c2 TAG inh | H9c2 TAG inh DAPI viability
CCCCN(C(=O)CSCC(=O)Nc1cccc(C)c1)c1c(N)n(CCCC)c(=O)[nH]c1=O | 11.7 | -3.2
O=C(C1=COCCO1)N1CCN(S(=O)(=O)c2cccc(F)c2)CC1 | -3.7 | -8.2
COc1ccc(N(C(=O)Cn2nnc3ccccc32)C(C(=O)NCc2ccco2)c2cccnc2)cc1 (stereo not given) | 3.1 | -1.3
CCCC(=O)Nc1nc2c(s1)COc1ccccc1-2 | 5.3 | 4.8
Cc1ccc(C2C(C#N)=C3N=C(N)c4ccccc4N3C3=C2C(=O)CCC3)cc1 (stereo not given) | -4.0 | -8.6
O=C(N/N=C/c1c[nH]c2ccccc12)c1ccc(Br)cc1 | 2.1 | -8.4
CCCNC(=O)C1(C)CCCN(Cc2c(F)cccc2F)C1 (stereo not given) | 1.7 | -0.1
CCn1c(=O)c(C)nn2c3ccccc3nc12 | -7.0 | -5.0
O=C(NCCCc1ccccc1)c1ccc(-n2cncn2)c([N+](=O)[O-])c1 | -23.1 | 2.4
Cc1ccc(NC(=O)CN2C(=O)NC(Cc3ccccc3)C2=O)c(Br)c1 (stereo not given) | -19.2 | -9.8
CCN(C(=O)COC(=O)c1c(C)nn(-c2ccccc2)c1Cl)c1c(N)n(Cc2ccccc2)c(=O)[nH]c1=O | -4.3 | 7.9
O=C(COC(=O)/C=C/c1cccc(Br)c1)NC1CCCCC1 | 3.0 | 1.9
CC1N(C)c2cc(NC(=O)c3ccco3)c(P(=O)(Nc3ccc([N+](=O)[O-])cc3)N3CCOCC3)cc2C1(C)C (stereo not given) | 21.4 | -8.7
Cc1nn(-c2ccccc2)c2sc(C(=O)NCCN3CCOCC3)cc12 | 23.6 | 14.9
CC1(C)CC(=O)C=C(c2ccc(-c3ccccc3)cc2)C1=O | 2.9 | 2.4
Cc1ccc2nc(NC(=O)CN(C)S(=O)(=O)c3ccc(Br)s3)sc2c1 | 10.1 | 6.0
COc1cccc(C(=O)NCCS(=O)(=O)NC2CCCC2)c1 | -7.8 | 4.1
Cc1ccc(NC(=O)c2sc(Cl)nc2-c2ccccc2)cc1C | 1.9 | 0.6
CCC(=O)N1CCCC1(C)C(=O)NCc1ccc(SC)cc1 (stereo not given) | 4.2 | 1.3
COc1ccc2cnn(Cc3ccccc3)c(=O)c2c1OC | -10.1 | 12.4
CC(C)N(C(=O)NC(=O)Nc1ccc(S(=O)(=O)N2CCCC2)cc1)S(C)(=O)=O | -14.3 | 5.4
CC(=O)Oc1ccc(/C=N/NC(=O)CCSc2ccccc2)cc1 | -21.0 | -10.6
O=C(Nc1ccccc1N1CCOCC1)c1cccc(F)c1 | 4.2 | -12.4
Cc1noc(C)c1C(=O)OC(C)C(=O)N(C)c1ccccc1 (stereo not given) | 11.7 | -1.3
COc1ccccc1-c1nnc(NC(=O)C2CCCN2S(=O)(=O)c2cccs2)o1 (stereo not given) | -8.6 | -4.6

An excerpt from the list above, as a working copy:
SMILES | H9c2 TAG inh | H9c2 TAG inh DAPI viability
Cc1ccc(NC(=O)c2sc(Cl)nc2-c2ccccc2)cc1C | 1.9 | 0.6
CCC(=O)N1CCCC1(C)C(=O)NCc1ccc(SC)cc1 (stereo not given) | 4.2 | 1.3
COc1ccc2cnn(Cc3ccccc3)c(=O)c2c1OC | -10.1 | 12.4

(list continues)
SMILES | H9c2 TAG inh | H9c2 TAG inh DAPI viability
O=C(NC1C(=O)NNC1c1ccccc1)c1ccccc1 (stereo not given) | 10.9 | 3.6
CSCCC(NC(=O)c1ccc(Cl)cc1Cl)C(=O)OC(C)C(=O)NCc1ccco1 (stereo not given) | -10.3 | -1.1
O=C(CNC1CCCCCC1)Nc1ccccc1N1CCCCC1 | -11.8 | -5.2
CCOc1cccc(C(=O)NC(=S)Nc2ccc(Cl)cc2C(=O)O)c1 | -4.7 | 1.6
O=c1oc(-c2ccccc2NS(=O)(=O)c2ccc(Cl)cc2)nc2ccccc12 | -5.3 | 2.7
O=C(c1ccccc1)c1ccc(OCC(O)CN2CCCCC2)cc1 (stereo not given) | -7.6 | -7.0
S=c1[nH]nc(Cc2sc(-c3ccccc3)nc2-c2ccccc2)o1 | -21.4 | 5.2
Clc1ccc(-c2cnc3n2CCCCC3)cc1 | 22.9 | 1.6
CC(=O)c1sc(-c2ccc(Cl)cc2)nc1C | -4.3 | 3.8
O=[N+]([O-])c1cc2c(cc1CN1CCN(CCOCCO)CC1)OCO2 | -8.3 | 15.5
COc1cc(NC(=S)Nc2ccccn2)cc(OC)c1OC | -16.3 | 4.7
O=C(COC(=O)c1cc(S(=O)(=O)N2CCOCC2)ccc1F)Nc1ccc2c(c1)OCO2 | 11.2 | -2.3
CN(CCCC1CCCC1)C(=O)c1cc(COc2c(F)cccc2F)on1 | -8.2 | -10.8
O=C1CCCN1C(=O)CSc1ccc2ccccc2n1 | -3.6 | -9.0
Cc1ccc(N=C2C(=S)N(c3ccc(C)cc3)C(=N)N2/N=C/c2ccc(Cl)cc2)cc1 | 26.3 | 3.2
O=C(CCn1nnc2ccccc21)Nc1nnc(Cc2ccccc2)s1 | 4.1 | -13.5
O=C(c1ccc(C(F)(F)F)cc1)C1CCCN(C(=O)CN2CCCC2=O)C1 (stereo not given) | -4.6 | 11.1
O=C(c1ccc[nH]1)N1O[C@@H]2C=C[C@H]1C2 | -9.3 | -4.6
Cc1cc(C)cc(OCC(=O)N(C)CC(=O)Nc2ccc(N3CCOCC3)cc2)c1 | 14.2 | 8.7
O=C(CCCOc1ccccc1)N1CCN(S(=O)(=O)c2ccc(Cl)cc2)CC1 | -8.9 | -1.3
CNC(=O)NC(=O)COC(=O)CCCOc1ccc(OC)cc1 | -9.8 | 17.6
CCOc1ccc(NC(=O)COC(=O)c2cc([N+](=O)[O-])ccc2N2CCOCC2)cc1 | 25.7 | -8.5
COC(=O)c1sccc1NC(=S)N1CC(C)CC(C)C1 (stereo not given) | -14.4 | -7.3
CN(CC(=O)Nc1ccccc1C(F)(F)F)C(=O)CCc1nc2sc3c(c2c(=O)[nH]1)CCCC3 | 7.1 | 2.2
CCC(C(=O)NC1CCCCC1)N(CC1CCCO1)C(=O)CNS(=O)(=O)c1ccc(OC)cc1 (stereo not given) | -26.9 | -4.6
Nc1cc(N)nc(SCC(=O)N2CCN(S(=O)(=O)c3ccccc3)CC2)n1 | -2.3 | -7.3
O=c1c(O)c(-c2cc(O)c(O)c(O)c2)oc2cc(O)cc(O)c12 | -9.7 | 3.3
COC(=O)c1c(-c2c(Cl)cccc2Cl)noc1C(=O)NN | -4.8 | 7.6
Cc1ccccc1-c1nc(NC(C)C)nc2cc(-c3ccccc3)sc12 | 21.1 | -6.2
CCCCn1c(N)c(N(CC)C(=O)c2cc3c(s2)CCCCC3)c(=O)[nH]c1=O | -2.6 | 1.5
Cc1occc1C(=O)NNC(=O)c1ccccc1[N+](=O)[O-] | 3.2 | 10.5
COc1ccc(CCN2CNc3c(c(=O)n(C)c(=O)n3C)C2)cc1OC | -8.1 | -3.4
O=C(/C=C/c1ccccc1)NCCc1nc2ccccc2[nH]1 | 10.8 | -14.0
Cc1ccnc(N2C(=O)c3ccccc3C2O)c1 (stereo not given) | -1.5 | 2.5
CCOC(=O)C1(CC)NC(c2ccco2)C2C(=O)N(C)C(=O)C21 (stereo not given) | -35.8 | 21.4
O=C(CO/N=C/c1c(Cl)cccc1Cl)NNC(=O)c1ccc(Cl)cc1 | 3.2 | -5.4
Cc1cc(NC(=O)C(C)(C)C)no1 | -0.3 | -2.2
S=c1[nH]nc(-c2ccncc2)n1/N=C/c1cn(-c2ccccc2)nc1-c1ccc(Cl)cc1 | 14.8 | -2.3
C=CCCC(=O)Nc1nc(C)c(-c2csc(Nc3ccc(Cl)cc3Cl)n2)s1 | 41.4 | 6.7
Cc1nc(N)sc1Cc1ccc2c(c1)OCO2 | -2.0 | -14.1
CC(=O)c1cc(CN2CCC(C(=O)Nc3ccc(-n4nc(C)cc4C)cc3)CC2)cs1 | -5.0 | -2.8
CC(C)NC(=S)NC(=O)c1ccc(Cl)cc1Cl | 0.0 | -3.2
COCCN1C(=O)c2oc3ccccc3c(=O)c2C1c1ccc(OC)c(OC)c1 (stereo not given) | 9.0 | -4.1
O=C(COC(=O)/C=C/c1ccc(Br)o1)NCCCN1CCCC1=O | 20.7 | -5.8
O=S(=O)(Cc1noc(-c2ccc(Cl)cc2)n1)Cc1ccco1 | -9.2 | 5.1
Cc1ccc(CSCC(=O)N(C)CC(=O)Nc2ccccc2C(F)(F)F)cc1 | -2.2 | 2.3
O=C(CN(CCO)c1ccccc1)Nc1cccc(S(=O)(=O)N2CCCC2)c1 | -1.1 | -9.4
COc1ccc(Cl)cc1NC(=O)CNc1ccccc1CN(C)C1CCCCC1 | -0.7 | 12.6
C=CCN(C(=O)c1cccc(N2C(=O)C3CC=CC(C)C3C2=O)c1)c1ccccc1 (stereo not given) | -6.1 | -4.2
COc1cc(C(=O)Nc2cccnc2)cc(OC)c1OC | -14.4 | 7.8

Next section.
SMILES | H9c2 TAG inh | H9c2 TAG inh DAPI viability
COc1cc(NC(=O)CN2C(=O)C(C)N(c3ccc(C)cc3)C2=O)cc(OC)c1 (stereo not given) | -25.6 | -3.4
Cn1ncc(C#N)c1NC(=O)C1CC(c2ccc(Cl)c(Cl)c2)=NO1 (stereo not given) | -5.9 | 6.0
CN=c1scc(-c2ccccc2F)n1/N=C/c1ccc[nH]1 | -6.0 | 1.0
CC(C)(C)c1ccc(C(=O)NCc2ccco2)cc1 | 16.0 | 5.4
CCN1C(=O)c2ccccc2S(=O)c2ccc(C(=O)N3CCN(C(=O)c4ccco4)CC3)cc21 (stereo not given) | -0.7 | -8.2
COC(=O)c1ccc(NC(=O)Cc2ccccc2)cc1 | -3.8 | 14.2
COc1ccc(C(=O)C2CCCN(Cc3ccc4nonc4c3)C2)c(OC)c1 (stereo not given) | -23.9 | 12.5
Cc1cc2c(SCC(=O)Nc3cccc(O)c3)ncnc2s1 | 7.7 | -1.5
O=C(OC(C(=O)NCc1cccs1)c1ccccc1F)c1ccco1 (stereo not given) | 3.6 | -9.5
CCOc1ccc(C(=O)OC2CCN(C)CC2)cc1 | -7.5 | -0.2
CCCCN=Cc1c(C)[nH]n(-c2ccccc2)c1=S | 5.4 | 8.9
O=C(c1ccc2nc[nH]c2c1)N1CCc2ccccc2C1 | -13.3 | 4.5

Screening data deposited in PubChem BioAssay by Sanford-Burnham Center for Chemical Genomics.
